# High-throughput results as filed in PubChem.
# CHO parental Ca: ATP-evoked calcium signal inhibitors, parental CHO, primary screen, counter-screen for OX1R antagonist project, cell-based, fluorescence, Fluo-8 calcium dye; parental CHO-K1, ATP-induced calcium, Fluo-8 fluorescence; inhibition, % at 5.6 µM; actives 0.63% (n = 330,000); AID 463079, 2010;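 active = inhibition above that plate's mean sample inhibition plus 3 SD, cut at about 26% in these data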;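 also: 0% = ATP-challenged DMSO wells and 100% = DMSO wells without ATP; some compounds past the cut are filed as inactive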
#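 Measured by: calcium-sensitive Fluo-8 fluorescence / Test system: CHO parental line / Controls: ATP-challenged DMSO wells low, unchallenged DMSO wells high / Measure: % inhibition / Compound: single nominal dose of 5.6 µM per compound / Replicates: single well per compound, no replicates / Reagent: ATP as calcium-mobilizing challenge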
# TAAR1 agonist: human TAAR1 agonists, primary screen, Fluo-8 calcium fluorescence, CHO RD-HGA16 cells. Trace amine-associated receptor 1 (Homo sapiens), Q96RJ0. vehicle wells 0%, saturating PEA agonist 100%. activation, % at 3 µM. actives 0.99% (n = 360,000). AID 624467, 2012;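 active = activation above the mean activation of all test compounds in the run plus 3 SD, cut at about 38% in these data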
#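 Test system: RD-HGA16 (CHO) cells co-expressing Gα16 and hTAAR1 | Doses: Single dose, 3 µM | Schedule: 17-24 h seeding, 75 min 37 °C dye, 30 min RT | Evaluation: % activation from peak over basal fluorescence ratio, DMSO-to-PEA scaled | Technique: Kinetic Fluo-8 calcium fluorescence | Benchmarks: Low control DMSO, high control PEA (EC100)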
# OXTR potentiator: human OXTR potentiators, primary screen, fluorescence, CHO-OTR cells, Fluo-8 calcium. Oxytocin receptor (Homo sapiens), P30559. Fluo-8 calcium fluorescence, potentiator mode; 0% = oxytocin EC15, 100% = EC100. activation, % at 3 µM. actives 0.061% (n = 320,000). AID 2445, 2010;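 active = activation above that plate's cutoff, the mean activation of tested compounds plus 3 SD, cut at about 6.6% in these data, passing the limit was not always enough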;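 also: 100% uses oxytocin at 75 nM as the full agonist control; some results filed as inactive read as strong as hits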
#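 Material: CHO-OTR cells, human receptor; compound dosing: single dose, 3.0 µM nominal final compound concentration; schedule: 6 min compound pre-incubation at room temperature, 100 s kinetic read; measured by: kinetic Fluo-8 calcium fluorescence; read-out basis: % activation vs EC15 and EC100 oxytocin; controls: EC15 oxytocin alone as 0%, 75 nM oxytocin as 100%; replicates: singlicate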
# CHO-K1 Ca antag: M1 antagonist counterscreen hit in parental CHO-K1 cells. inhibition, % at 3 µM. ATP-induced calcium, Fluo-8 fluorescence. actives 0.6% (n = 360,000);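 active = inhibition above a per-plate cutoff, the plate's mean sample inhibition plus 3 SD, cut at about 24% in these data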;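 also: 0% = DMSO plus EC80 ATP and 100% = DMSO alone without ATP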
# TAAR1 antagonist: human TAAR1 antagonists, primary screen, Fluo-8 calcium fluorescence, CHO RD-HGA16 cells | antagonist | inhibition, % at 3 µM | Trace amine-associated receptor 1 (Homo sapiens), Q96RJ0 | actives 1.5% (n = 360,000);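 active = inhibition above a per-plate cutoff, the mean inhibition of test compounds on that plate plus 3 SD, cut at about 49% in these data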;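 also: 0% = DMSO plus EC80 beta-PEA response and 100% = DMSO alone without agonist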
#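 Assay system: CHO-derived RD-HGA16 cells stably expressing human TAAR1 plus Gα16. Timing: 140 s kinetic read after compound, 140 s after agonist. Technique: kinetic Fluo-8 calcium fluorescence measurement. Measure: % inhibition of agonist calcium response.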
# CHO-K1 Ca ag: counter-screen for M1 agonists: effect in parental CHO-K1 cells; AID 602248, 2012; actives 0.48% (n = 360,000); Fluo-8 calcium fluorescence; scaled to maximal ATP response, vehicle zero; activation, % at 3 µM; in the data active = activation above about 15%;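 also: untransfected CHO-K1 host cells lacking M1 receptor as counterscreen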
# V1aR counter: agonists of human V1a receptor, primary screen, counter-screen for OXTR agonist project, fluorescence, CHO-V1R cells | Vasopressin V1a receptor (Homo sapiens), P37288 | Fluo-8 calcium fluorescence, agonist mode; 0% DMSO, 100% 3 nM vasopressin | activation, % at 3 µM | actives 0.25% (n = 320,000) | AID 2797, 2010;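 active = activation above the mean activation of all tested compounds plus 3 SD, per screening run, cut at about 20% in these data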;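 also: signal is peak over basal fluorescence ratio across a 100 second FLIPR read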
# Target sequence (P37288 whole entry, looked up): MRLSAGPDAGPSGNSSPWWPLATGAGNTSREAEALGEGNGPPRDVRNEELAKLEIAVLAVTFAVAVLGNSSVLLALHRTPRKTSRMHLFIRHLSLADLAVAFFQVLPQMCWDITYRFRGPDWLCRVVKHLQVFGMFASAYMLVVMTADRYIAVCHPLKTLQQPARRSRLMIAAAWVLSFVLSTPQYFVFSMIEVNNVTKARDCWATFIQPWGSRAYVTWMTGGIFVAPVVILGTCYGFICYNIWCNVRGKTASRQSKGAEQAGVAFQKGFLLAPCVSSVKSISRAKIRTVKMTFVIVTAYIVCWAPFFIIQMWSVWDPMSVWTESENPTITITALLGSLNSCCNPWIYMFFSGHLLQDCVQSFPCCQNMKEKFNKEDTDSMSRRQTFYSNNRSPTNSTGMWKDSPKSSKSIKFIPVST
# CHO-K1 Ca PAM: nonselective calcium activators in parental CHO-K1 cells, primary screen, counter-screen for M1 PAM project, cell-based, Fluo-8 calcium fluorescence, full deck, 1536-well. ATP EC20; 0% at ATP EC20, 100% at ATP max. activation, % at 3 µM. actives 0.02% (n = 360,000). AID 602247, 2012;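 active = activation above the run cutoff, the mean activation of all test compounds plus 3 SD, cut at about 40% in these data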;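 also: peak over basal fluorescence ratio in a 140 s read after ATP addition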
# CHRM1 agonist: human M1 muscarinic receptor agonists, primary screen, Fluo-8 calcium fluorescence, CHO-K1 cells, HTS; activation, % at 3 µM; AID 588814, 2011; CHO-K1 hM1, agonist mode; 0% DMSO, 100% acetylcholine EC100; Muscarinic acetylcholine receptor M1 (Homo sapiens), P11229; actives 0.33% (n = 360,000);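 active = activation above the run's mean compound activation plus 3 SD, cut at about 16% in these data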;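 also: peak over basal fluorescence ratio within a 140 s kinetic read after compound addition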
# Target sequence (P11229 whole entry, looked up): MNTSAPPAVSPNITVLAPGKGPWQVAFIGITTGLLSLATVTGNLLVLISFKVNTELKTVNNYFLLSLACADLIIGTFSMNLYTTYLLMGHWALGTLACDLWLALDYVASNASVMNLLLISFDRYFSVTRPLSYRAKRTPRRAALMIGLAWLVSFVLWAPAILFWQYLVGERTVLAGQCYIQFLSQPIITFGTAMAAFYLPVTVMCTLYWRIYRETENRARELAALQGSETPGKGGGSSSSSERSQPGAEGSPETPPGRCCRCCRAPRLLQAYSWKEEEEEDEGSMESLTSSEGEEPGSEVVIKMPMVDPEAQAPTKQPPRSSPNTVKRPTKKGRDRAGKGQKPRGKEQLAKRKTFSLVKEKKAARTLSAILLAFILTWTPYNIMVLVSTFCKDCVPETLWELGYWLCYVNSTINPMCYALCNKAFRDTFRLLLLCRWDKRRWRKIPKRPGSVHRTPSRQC
# Active calls of the source: *; x = no result given.
molecule,CHO parental Ca,TAAR1 agonist,OXTR potentiator,CHO-K1 Ca antag,TAAR1 antagonist,CHO-K1 Ca ag,V1aR counter,CHO-K1 Ca PAM,CHRM1 agonist
CCOC(=O)c1[nH]c(C)c(C(=O)N2CCOCC2)c1C,-3,0,-4,1,-3,-0.1,0.9,-6,-4
CCCN1C(=O)c2ccc(C(=O)NC3=NCCS3)cc2C1=O,-12,-2,-6,4,1,0.1,-0.4,12,2
COc1ccc(N2CCN(C(=O)CS(=O)Cc3nc(-c4ccc(OC)c(OC)c4)oc3C)CC2)cc1 (configuration not stated),-16,3,-11,24,-34,-0.3,-0.8,-6,-2
O=C(Nc1ccc2c(c1)CCCN2C(=O)c1ccccc1)c1ccccc1,-15,12,-1,2,58*,6.2,5.5,-13,-1
Cc1cccc(C(=O)NCC(=O)OC(C)C(=O)Nc2ccc(Cl)cn2)c1 (configuration not stated),-16,8,-17,-3,-17,3.2,9.9,0,2
Cc1csc(SCC(=O)Nc2cc(F)ccc2C)n1,x,0,x,-3,-29,-0.2,x,-14,-1
COc1ccc(/C(C)=N\NC(=O)c2ccc(-c3ccccc3)cc2)c(F)c1,x,0,x,-9,12,1.2,x,7,-3
O=C(c1ccco1)N1CCN(Cc2cc(=O)c(OCc3cccc(F)c3)co2)CC1,-6,1,-9,-5,-27,1.0,-0.3,0,-6
CC1SCC(=O)N(CC(=O)Nc2ccc3c(c2)OCCO3)C1=O (configuration not stated),-1,3,-5,1,-10,0.3,0.8,11,-4
CCC1S/C(=N/N=C/c2ccco2)N(Cc2ccccc2C)C1=O (configuration not stated),-10,-2,-8,-5,-23,-0.7,-1.2,-3,-4
CCOc1ccc(NC(=O)CSc2n[nH]c(=O)n2-c2ccccc2)cc1,-8,8,-9,-3,-6,9.2,-0.8,11,-5
COc1ccc(-c2nnc(SCc3nnc(-c4ccc(Cl)cc4)o3)n2-c2ccccc2)cc1,-14,18,-8,-6,12,1.0,2.3,18,-3
COc1cccc(NC(=O)Nc2ccc(CC(=O)O)cc2)c1,-7,5,-2,1,4,-0.6,1.0,-2,-4
Cc1cc(C(=O)Nc2nnc(-c3ccccc3)s2)no1,-7,4,-2,-4,47,-0.1,0.4,12,-1
Cc1cc(OC(=O)c2ccccc2Cl)c([N+](=O)[O-])c(=O)[nH]1,4,0,0,8,-16,0.0,0.6,-3,-3
COc1ccc(C(=O)CN2C(=O)NC3(CCCc4ccccc43)C2=O)cc1OC (configuration not stated),-18,2,-1,-9,6,0.5,-0.1,22,-1
COc1ccc(N(CCC#N)C(=O)/C(C#N)=C\c2cccs2)cc1,-8,0,-5,-12,2,0.9,0.5,14,-5
CCCc1nnc(NC(=S)Nc2ccccc2)s1,3,5,-3,-16,-5,0.1,1.2,-9,-2
CCOC(=O)Cn1c(=O)c2c(nc(N3CCCCC3)n2C)n(C)c1=O,-14,5,-1,6,-10,0.2,-0.3,-2,-3
CNS(=O)(=O)c1cccc(C(=O)OCC(=O)c2ccc3c(c2)OCCO3)c1,x,14,x,3,19,4.3,x,-4,-1
COc1ccc(-c2nc3ccc(C)cn3c2Cc2cccc(F)c2)cc1OC,x,3,x,-9,-18,1.4,x,0,-3
Cc1csc(NC(=O)CCC(=O)N(CC(=O)NC2CCCC2)c2ccccc2)n1,-9,-1,1,8,17,0.6,11,-11,2
Cn1c(SCC(=O)Nc2ccc(C(N)=O)cc2)nnc1-c1cccs1,8,1,5,-6,-18,0.2,0.6,-7,-5
N#Cc1ccsc1NC(=O)c1cnccn1,-8,3,-3,-7,-2,0.1,0.7,-3,-2
CCCN(C)C1CN(Cc2cn(Cc3ccc(C)cc3)nn2)S(=O)(=O)C1 (configuration not stated),x,7,x,-7,-35,0.5,x,17,x
CSc1nnc(C)c(/C=C/Nc2ccc(Cl)cc2)n1,-20,37,-10,1,9,1.0,4.0,8,0
CC(/C=C/c1ccccc1)=N/NC(=O)c1cc([N+](=O)[O-])cc([N+](=O)[O-])c1,-3,14,-4,21,5,-0.5,0.0,-14,1
O=C(Nc1cccc2ccccc12)NC1CCCCC1,x,4,x,-7,-12,0.9,x,15,-4
O=C(Nc1nnc(CCc2ccccc2)s1)C1CCCO1 (configuration not stated),-3,2,-9,-16,-1,0.6,2.6,12,-3
O=C(CSc1nnc(CNc2ccccc2)o1)N1CCCc2ccccc21,-6,1,-9,-31,5,2.4,-0.1,4,-5
CCn1c2ccccc2c2n[nH]c(=S)nc21,-3,-1,0,-8,-8,0.8,0.4,11,-2
O=C(Nc1cccc(Cl)c1N1CCOCC1)c1ccco1,-15,0,-7,-7,-1,0.4,0.1,5,-6
Oc1ccc(Br)cc1C1Nc2ccccc2S1 (configuration not stated),-6,3,-8,-6,6,-0.6,0.4,-2,-2
Cc1ccc(CCNC(=O)CCS(=O)(=O)c2ccc3nc(C)sc3c2)cc1,-16,2,-9,-7,-8,0.6,-0.1,-1,-1
Cc1ccnc(SCCn2c(N3CCCCC3)nc3c2c(=O)n(C)c(=O)n3C)n1,-14,x,-2,-9,x,1.5,-0.4,16,-7
OCCn1ccc(-c2ccccc2OCc2ccc(F)cc2)n1,-21,-1,-8,4,6,-0.1,0.5,-13,-8
O=C(c1ccc(Cn2c(=O)[nH]c3ccccc3c2=O)cc1)N1CCN(c2ccc(F)cc2)CC1,-9,20,-23,6,40,2.6,1.9,0,-1
CSc1ccc(CN(C)C(=O)c2ccc(S(=O)(=O)Nc3ccccc3)cc2)cc1,20,5,-15,-1,30,3.7,4.2,-23,3
CN(C(=O)c1ccc(NC(=O)Cc2ccc(NC(=O)C3CCN(C(=O)C4CCCC4)CC3)cc2)cc1)C1CC1,0,3,3,9,0,-0.6,0.9,-6,-5
Cc1ccc(-c2ccc(S(=O)(=O)NCc3ccco3)cc2)cc1,3,5,-5,-12,-29,0.6,-0.4,11,-9
O=C(COC(=O)c1ccccc1Nc1ccccc1)NCc1ccco1,4,9,-16,0,3,-0.4,0.8,8,-6
Cn1nc(C(=O)O)c(=O)n(C)c1=O,x,3,x,-10,-17,1.4,x,8,0
O=S(=O)(Nc1ccc(N2CCOCC2)cc1)c1ccccc1,12,3,-13,-5,4,0.4,0.2,9,-1
Cc1ccccc1N1CCN(Cc2c(C#N)c3ccccc3n2C)CC1,-11,21,3,0,7,0.2,0.7,27,3
COc1cccc(NC(=O)CCNS(=O)(=O)c2cccc3nonc23)c1,-1,2,-1,0,-2,1.1,0.2,16,-2
COc1cccc(-c2csc(N3CCN(CC(=O)NNC(=O)c4ccco4)CC3)n2)c1,0,1,-13,-10,17,2.7,-0.9,14,-1
COC(=O)c1sccc1NC(=O)c1ccccc1F,-15,0,3,-16,5,0.0,-1.3,17,-1
COCC1=C(C(=O)OC)C(c2cccs2)n2ncnc2N1 (configuration not stated),-23,4,-1,20,-17,-0.6,0.0,-25,-1
CCOC(=O)C1CCN(C(=O)/C=C/c2ccccc2)CC1,-11,2,-1,-9,-1,1.0,0.1,23,-10
CC(C)COc1ccc(C(=O)OC2CC(C)(C)OCC2CN(C)C)cc1 (configuration not stated),-12,31,-12,-9,-11,0.7,3.2,15,-4

# Continuation.
molecule,CHO parental Ca,TAAR1 agonist,OXTR potentiator,CHO-K1 Ca antag,TAAR1 antagonist,CHO-K1 Ca ag,V1aR counter,CHO-K1 Ca PAM,CHRM1 agonist
Cc1ccc(SCCC(=O)OCC(=O)Nc2ncc(Cl)cc2Cl)cc1,-9,2,-6,1,6,-0.1,-0.1,-9,-6
COc1ccc(Cl)cc1NC(=O)CN(C)C(=O)c1cccc(S(=O)(=O)N2CCN(C)CC2)c1,-19,4,-1,-7,-6,0.7,1.9,7,9
CCOc1cc(CNCc2cccnc2)ccc1OCC(=O)NC(C)(C)C,-21,7,-7,-10,-3,-0.1,0.4,23,-15
Nc1nc2c(F)c(F)c(F)cc2s1,1,3,-13,-9,-4,1.2,1.4,13,-1
Cc1ccc(CN(C(=O)c2ccc(Cl)c([N+](=O)[O-])c2)C2CCS(=O)(=O)C2)o1 (configuration not stated),-23,1,0,7,-15,0.3,0.3,4,-3
CNC(C)C#Cc1ccc2c(=O)c3cc(C)c(C)cc3oc2c1 (configuration not stated),-21,2,6,-10,12,1.3,0.3,10,-11
CCCC(=O)Nc1ccc(NC(=O)c2cccc(OC)c2)nc1,-10,4,-13,-4,4,0.2,0.8,-4,1
O=C(CSc1nc2ccccc2s1)NNC(=S)Nc1ccc(Br)cc1,-8,7,-15,3,3,3.6,6.0,7,3
CCn1cc(-c2n[nH]c(=S)n2-c2ccc(C)cc2Br)c(=O)c2ccc(C)nc21,-22,1,-8,4,-2,0.0,0.9,2,-2
COc1ccc(/C=C/C(=O)c2ccccn2)cc1,-9,3,-8,2,0,5.2,1.4,5,-12
COc1ccc(CNC(=O)C2(CC3CC(c4ccccc4)=NO3)CCN(C(=O)Cc3ccc(F)cc3)CC2)cc1 (configuration not stated),-6,15,-6,-15,32,2.6,0.2,6,-9
Nn1c(SCC(=O)NC2CCCCC2)nnc1C1CC1,-7,0,-9,12,-2,-0.3,-0.3,-7,-2
CCOC(=O)N1CCN(C(=S)NC(=O)c2ccc(F)cc2)CC1,-16,7,-6,x,15,x,-0.8,x,x
N#C/C(=C(/O)COC(=O)c1ccccc1O)c1nc2ccccc2s1,5,9,-4,11,8,4.4,2.9,4,0
CCS(=O)(=O)Nc1ccc(C2=NN(C(=S)Nc3ccccc3)C(c3ccco3)C2)cc1 (configuration not stated),8,3,-8,-8,-15,0.2,-0.1,22,-11
